# Source: PubChem (several laboratories)
# PhoP inhibition = PhoP-dependent GFP reporter repression – Salmonella Typhimurium, primary screen (AID 1863). S. Typhimurium PhoP-regulated promoter GFP reporter, 4 h; higher % means a stronger effect. inhibition, % at 50 µM, or IC50 in µM where a hit was titrated. 300,000 compounds, 0.16% hits;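 active = inhibition over 29.93%, a cutoff 3 SD above the screen mean, later confirmed by dose response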;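 also: 0% = low Mg2+ inducing control and 100% = high Mg2+ repressing control; strong numbers were not always called active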
# Myeloid diff MLP = myeloid differentiation induction. calls only at 10 µM. AID 624256. 360,000 compounds, 1% hits. ER-HoxA9 myeloid progenitors, lysozyme-GFP differentiation, flow cytometry;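 active = normalized GFP-positive differentiation at or above the plate's own cutoff, the solvent-only control mean plus 3 SD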;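 also: cells exposed to compound for four days before flow analysis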
# KOR beta-arrestin-1 = kappa opioid receptor activators – cell-based, luminescence, uHTS, primary screen (AID 1777). KOR beta-arrestin recruitment, luminescence; higher % means a stronger effect. activation, % at 10 µM; hits with a dose series show EC50 in µM. 280,000 compounds, 0.02% hits; in the data active = activation above about 50%, passing the limit was not always enough; also: a part of the inactive calls stands beside numbers as strong as those of hits
# NOD1 NF-kB reporter = inhibition of NOD1-driven NF-kB reporter – cell-based, luminescence, uHTS, primary screen (AID 1578); NOD1-driven NF-kB luciferase reporter cells, luminescence; higher % means a stronger effect; 290,000 compounds, 1% hits; inhibition, % at 4 µM, or EC50 in µM where a hit was titrated; in the data active = inhibition mostly above about 36%, no sharp cut-off; inactive = mostly below about 34%;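 also: HEK-293T reporter cells stimulated with the NOD1 agonist gamma-tri-DAP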
# NOD2 inhibition = inhibition of NOD2-driven NF-kB reporter – cell-based, luminescence, uHTS, HEK293 (AID 1566) | HEK293 NOD2/NF-kB luciferase reporter, luminescence; higher % means a stronger effect | 290,000 compounds, 0.63% hits | one-dose inhibition, % at 4 µM; EC50 in µM for titrated hits; also: many of its hits are not listed in these tables
# LYP inhibition = PTPN22 lymphoid phosphatase activity blockers – biochemical, fluorescence intensity, uHTS (AID 1779). recombinant LYP phosphatase, fluorescence intensity; higher % means a stronger effect. 290,000 compounds, 0.054% hits. one-dose inhibition, % at 11.5 µM; IC50 in µM for titrated hits;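 also: plate controls were vehicle with enzyme for no effect and no enzyme for full effect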
# HIV peptide binding = cell-free HIV fusion peptide-binding blockers – biochemical, uHTS, fluorescence dequenching, primary screen (AID 1986) | one-dose inhibition, % at 20 µM; IC50 in µM for titrated hits | 290,000 compounds, 0.3% hits | cell-free peptide binding, fluorescence dequenching, 30 min; higher % means a stronger effect; in the data active = inhibition mostly above about 52%, no sharp cut-off; inactive = mostly below about 76%; also: some results filed as inactive read as strong as hits
# SIAH1 antagonists = Siah-1 peptide-binding antagonists, primary screen, biochemical, fluorescence polarization, rhodamine-plectin, uHTS (AID 1817); Siah-1 / rhodamine-plectin peptide fluorescence polarization; higher % means a stronger effect; one-dose displacement, % at 20 µM; IC50 in µM for titrated hits; 290,000 compounds, 0.02% hits;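 active = displacement of at least 50% at 20 µM, with a fluorescence ratio check between 0.3 and a set limit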;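 also: plate controls were Siah plus tracer with DMSO for no effect and tracer alone without Siah for full effect; strong numbers were not always called active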
# KOR beta-arrestin-2 = KOR antagonists, beta-arrestin recruitment, cell-based, luminescence, uHTS (AID 1778); inhibition, % at 10 µM; hits with a dose series show IC50 in µM; 290,000 compounds, 0.091% hits; KOR beta-arrestin recruitment, luminescence, antagonist mode; higher % means a stronger effect; also: strong numbers were not always called active
# Myeloid diff MLP GFP+ MAC1+ % = also measured in Myeloid diff MLP; calls as there; GFP+ MAC1+ double positive, %; measured here: differentiation confirmed by MAC1 staining
# Active calls of the source: *; i = inactive; . = no result given; [ ] = another dose, or the depositor's remark. Rule as the data show it, unless noted: active = inhibition above about 50%; inactive = the rest.
SMILES,PhoP inhibition,Myeloid diff MLP,Myeloid diff MLP GFP+ MAC1+ %,KOR beta-arrestin-1,NOD1 NF-kB reporter,NOD2 inhibition,LYP inhibition,HIV peptide binding,SIAH1 antagonists,KOR beta-arrestin-2
O=C(O)CSc1nnc(C2CC2)n1-c1ccccc1,-16%,i,0.6,2.8%,-10%,-13%,-8%,0.5%,4%,-8%
CCCC1=Nc2cc(C(=O)NCCN3CCOCC3)ccc2Sc2ccc(C)cc21,12%,i,4.0,-0.4%,-7%,14%,-8%,-1.3%,-1%,-4%
CCC(=O)Nc1cccc(C2=NOC3(C2)C[C@@H](C(N)=O)N(C(=O)c2cc([N+](=O)[O-])cc([N+](=O)[O-])c2C)C3)c1 (stereo partly drawn),1%,i,0.5,3.7%,4%,-94%,0%,-2.5%,-6%,31%
NC(=O)c1ccc(-n2nnnc2SCC(=O)Nc2ccccc2)cc1,-1%,i,0.4,.,0%,7%,-8%,-2.4%,-5%,9%[20 µM]
CC(C(=O)N1CCCc2ccccc21)N1C(=O)c2ccccc2C1=O (stereo not drawn),11%,i,0.6,-2.6%,-23%,13%,-3%,0.5%,7%,30%
O=C(N1CCN(Cc2ccccc2)CC1)C(Cl)(Cl)Cl,2%,i,0.2,-0.1%,6%,-1%,-3%,1.8%,-4%,26%
Cc1ccn(CC(=O)N2CCCC(N3CCN(Cc4ccc5c(c4)OCO5)CC3)C2)n1 (stereo not drawn),5%,i,0.7,1.9%,-26%,-5%,-8%,0.9%,3%,-2%
CCCCn1c(CNC(=O)C23CC4CC(CC(C4)C2)C3)nnc1SC(C)CC (stereo not drawn),0%,i,0.1,-1.2%,-42%,-3%,0%,2.1%,5%,49%
CC1(c2ccc(OC(F)F)cc2)NC(=O)N(/N=C/c2c(O)ccc3ccccc23)C1=O (stereo not drawn),3%,i,0.7,4.9%,0%,28%,-7%,1.3%,-8%,.
CSc1ccccc1C(=O)NCCCOC(C)C,7%,i,0.7,-5.4%,4%,7%,-11%,-1.1%,-6%,-10%
CC(C)(C)SCCNC(=O)c1cccc([N+](=O)[O-])c1,2%,i,1.8,-0.4%,-27%,-12%,-6%,-1.5%,-3%,-29%
O=C(CSCc1ccc([N+](=O)[O-])cc1)NC1CC1,8%,i,0.5,4.0%,-19%,-2%,-5%,1.6%,2%,15%
CC(=O)NN1C(=O)/C(=C2/Sc3ccccc3N2C)SC1=S,-3%,i,0.4,-0.5%,-5%,-6%,2%,10%,-3%,-8%
Cc1ccc(OCC(=O)NNC(=O)C2CCN(c3ncccn3)CC2)cc1,-8%,i,5.9,11%,10%,5%,-9%,-0.5%,1%,-18%
O=C(O)CCCC(=O)Nc1nncs1,1%,i,0.1,-4.9%,-24%,11%,-7%,-0.1%,1%,-16%
Cc1ccc(S(=O)(=O)N2CCOCC2)cc1C(=O)c1nccn1C,2%,i,0.5,-0.8%,23%,7%,-5%,-2.7%,-4%,8%
COc1ccc(-c2cc(C(F)F)n3ncc(C(=O)NCCCN4CCCC4=O)c3n2)cc1,3%,i,5.9,-0.9%,-23%,-7%,-3%,-1.1%,4%,37%
CCOC(=O)NCCc1ccc(OC)cc1,4%,i,1.2,-3.9%,-12%,4%,-5%,-1.2%,2%,15%
CN(C)c1nc(Nc2ccccc2)nc(N(C)C)n1,-4%,i,1.1,1.9%,23%,-15%,-10%,-2.9%,0%,-37%
CCCn1c(=N)n(CC(=O)c2cccs2)c2ccccc21,11%,i,1.7,-1.7%,-40%,11%,-7%,0.2%,-1%,-17%
Cc1nnc(SCC(=O)c2ccc(Cl)cc2)s1,0%,i,0.4,0.9%,-8%,5%,1%,-1.2%,-3%,23%
Cn1c(C(O)c2ccccc2)nc(Cl)c1Cl (stereo not drawn),-5%,i,4.3,1.4%,-30%,-12%,2%,-1.0%,4%,2%
Cc1ccccc1OCc1nnc(SC(C)C(=O)O)n1Cc1ccccc1 (stereo not drawn),1%,i,0.2,.,-20%,0%,-9%,0.7%,-5%,15%[20 µM]
CCCc1cc(=O)n2[nH]c(NCc3ccc(OC)cc3)nc2n1,9%,i,0.0,0.4%,-34%,0%,-2%,-0.7%,2%,-36%
Cc1ccc(-n2c(=O)c3sccc3n(CC(=O)NC3CCCC3)c2=O)cc1,13%,i,0.4,-3.4%,-28%,-4%,-6%,-1.0%,-4%,8%
C/C(=N\NC(=O)c1cccc(O)c1)c1cccc(NC(=O)c2ccc(F)cc2)c1,7%,i,0.3,-0.7%,-54%,-35%,-8%,-0.8%,-3%,-14%
O=C(NCCCNC(=O)c1ccccc1Cl)c1cnccn1,2%,i,2.7,-6.4%,-29%,8%,-5%,-0.1%,-1%,1%
CCCN(C(=O)C(C)Oc1cccc(Cl)c1)c1c(N)n(Cc2ccccc2)c(=O)[nH]c1=O (stereo not drawn),3%,i,0.2,-1.6%,-30%,0%,-7%,3.4%,1%,-11%
CC(=O)N1CCN(S(=O)(=O)c2cccc(C(=O)Nc3cc(C(F)(F)F)ccc3N3CCOCC3)c2)CC1,-2%,i,2.0,-7.4%,-23%,3%,-4%,-0.3%,3%,10%
Cc1ccccc1OCCn1c(S(=O)(=O)O)nc2c(N)ncnc21,-9%,i,0.3,7.1%,-6%,6%,-3%,1.9%,4%,2%
FC(F)(F)c1cnc(Oc2cccc3ccccc23)c(Cl)c1,-8%,i,0.3,8.4%,-28%,7%,-2%,-1.5%,2%,-13%
COc1ccc(N(C(=O)c2ccco2)C(C(=O)NC2CCCC2)c2cc(OC)c(OC)c(OC)c2)cc1 (stereo not drawn),3%,i,0.2,-4.9%,-20%,8%,-6%,-0.5%,1%,1%
CCc1ccc(N(C(=O)c2csnn2)C(C(=O)NC2CCCCC2)c2cccnc2)cc1 (stereo not drawn),6%,i,0.3,0.8%,22%,-15%,-14%,0.3%,1%,-65%
Cc1ccc2[nH]c3c(=O)n(CC(=O)Nc4ccccc4N4CCN(C)CC4)ncc3c2c1,1%,i,0.0,0.5%,-13%,14%,-3%,0.6%,12%,-19%
O=C(NCc1ccccn1)c1ccc(OC2CCN(Cc3ccc(F)cc3F)CC2)cc1,-1%,i,2.2,19%,0%,35%,-13%,1.9%,-2%,-24%
C=CCNc1nc(-c2ccc(OC)cc2OC)cs1,1%,i,3.2,-2.1%,-45%,-32%,-13%,-1.7%,-5%,-13%
CCCOc1ccc(CNC(=O)Cc2cccs2)cc1,-1%,i,0.8,-2.5%,-3%,-16%,-4%,-1.0%,4%,-18%
CCOC(=O)c1c(C)nc(-c2ccccc2)nc1NC(C)=O,-5%,i,1.1,2.2%,-11%,-3%,-11%,-1.3%,0%,0%
O=C(NCCCc1ccccc1)C1CCC(CNc2c(N3CCCCC3)c(=O)c2=O)CC1 (stereo not drawn),.,i,0.1,-1.3%,6%,7%,-10%,-0.2%,-2%,17%
CCOC(=O)c1ccc(COc2ccc(C(C)C)cc2)o1,-6%,i,0.1,-2.0%,-6%,-83%,-7%,-0.7%,1%,11%

# Among those listed so far, 3 have a thiophene ring, fused or not:
SMILES,PhoP inhibition,Myeloid diff MLP,Myeloid diff MLP GFP+ MAC1+ %,KOR beta-arrestin-1,NOD1 NF-kB reporter,NOD2 inhibition,LYP inhibition,HIV peptide binding,SIAH1 antagonists,KOR beta-arrestin-2
CCCn1c(=N)n(CC(=O)c2cccs2)c2ccccc21,11%,i,1.7,-1.7%,-40%,11%,-7%,0.2%,-1%,-17%
Cc1ccc(-n2c(=O)c3sccc3n(CC(=O)NC3CCCC3)c2=O)cc1,13%,i,0.4,-3.4%,-28%,-4%,-6%,-1.0%,-4%,8%
CCCOc1ccc(CNC(=O)Cc2cccs2)cc1,-1%,i,0.8,-2.5%,-3%,-16%,-4%,-1.0%,4%,-18%

# Gathered by group, the compounds so far with a furan ring, fused or not (2)
SMILES,PhoP inhibition,Myeloid diff MLP,Myeloid diff MLP GFP+ MAC1+ %,KOR beta-arrestin-1,NOD1 NF-kB reporter,NOD2 inhibition,LYP inhibition,HIV peptide binding,SIAH1 antagonists,KOR beta-arrestin-2
COc1ccc(N(C(=O)c2ccco2)C(C(=O)NC2CCCC2)c2cc(OC)c(OC)c(OC)c2)cc1 (stereo not drawn),3%,i,0.2,-4.9%,-20%,8%,-6%,-0.5%,1%,1%
CCOC(=O)c1ccc(COc2ccc(C(C)C)cc2)o1,-6%,i,0.1,-2.0%,-6%,-83%,-7%,-0.7%,1%,11%

# Next section:
SMILES,PhoP inhibition,Myeloid diff MLP,Myeloid diff MLP GFP+ MAC1+ %,KOR beta-arrestin-1,NOD1 NF-kB reporter,NOD2 inhibition,LYP inhibition,HIV peptide binding,SIAH1 antagonists,KOR beta-arrestin-2
Cc1cc(C(C)(C)C)c(O)c(C)c1CC1=NCCN1,-2%,i,2.1,-0.7%,4%,10%,0%,0.6%,5%,16%
COc1ccc(N2CCN(C(=O)C3CCN(C(=O)c4cccc(Cl)c4)CC3)CC2)cc1,10%,i,0.4,-3.0%,-23%,0%,0%,-2.1%,6%,-7%
O=C(Nc1ccccc1-c1ccccc1)NC1CC2CCCC(C1)N2Cc1ccc(F)cc1 (stereo not drawn),-3%,i,0.0,-5.8%,-30%,13%,-5%,-0.1%,-3%,3%[20 µM]
Cc1cccc(NC(=O)CSC2=NN3CCCC(=O)N=C3S2)c1C,-2%,i,1.9,-1.2%,7%,6%,-10%,0.4%,18%,6%
O=C(Nc1ccccc1F)N1CCc2ccccc2C1,-2%,i,0.4,-3.1%,-53%,-36%,-12%,-0.2%,-2%,14%
Cc1cc(C)nc(N=Nc2c(O)n(Cc3ccc(Cl)cc3)c3ccccc23)n1,0%,i,1.0,8.9%,-38%,-17%,6%,-2.8%,i,-27%
O=C1COc2ccc(C(=O)COC(=O)Cc3ccsc3)cc2N1,2%,i,0.3,2.0%,-18%,6%,-4%,0.1%,-6%,-33%
COc1c2occc2c(OC(C)=O)c2c(=O)cc(C)oc12,4%,i,0.3,-3.8%,-1%,16%,-2%,-1.6%,-5%,-2%
C#CCOCCOCCOCCNc1nc(N2CCN(C(=O)[C@H](Cc3ccc(O)cc3)n3cc([C@@H](N)C(C)CC)nn3)CC2)nc(N2CCN(C(=O)[C@H](Cc3cc4ccccc4[nH]3)n3cc([C@@H](N)C(C)CC)nn3)CC2)n1 (stereo partly drawn),0%,i,2.1,3.8%,-35%,-10%,-16%,-1.1%,1%,2%
CC(=O)Nc1ccc(S(=O)(=O)Nc2ccc(S(=O)(=O)N3CCCCCC3)cc2)cc1,0%,i,1.1,1.4%,-21%,-8%,5%,2.3%,3%,4%
O=C(Nc1ccc(S(=O)(=O)N2CCCC2)cc1)c1ccc(CN2CCc3ccccc3C2)cc1,30%,i,1.0,2.8%,61%,42%,-5%,1.3%,-1%,-2%
CCc1ccc2c(COC(=O)c3n[nH]c4ccccc34)cc(=O)oc2c1,8%,i,0.7,8.9%,-14%,-44%,7%,18%,-5%,35%
CCc1cccc(NC(=O)C2CCCN(S(=O)(=O)c3cnc[nH]3)C2)c1 (stereo not drawn),3%,i,1.6,-2.4%,0%,-2%,-11%,-0.1%,5%,1%
COc1ccccc1NC(=O)Cn1cncc1-c1ccc([N+](=O)[O-])cc1,0%,i,0.5,6.0%,-22%,-2%,-7%,0.7%,2%,-37%
CCN1C(=O)/C(=C/C=C2/SCCN2C)SC1=S,-6%,i,1.5,0.2%,-5%,-218%,-7%,150%,9%,35%

# This is a subset; count on the stated rates, not on these rows.
